# TEAD-YAP inh: TEAD-YAP interaction inhibition; HEK-TIYL cells, TEAD-Gal4/YAP UAS-luciferase luminescence; 640,000 tested, 1.4% active; inhibition, % at 9.12 µM; in the data active = inhibition above about 32%;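 note: 0% = median of test compound wells and 100% = reference inhibitor wells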
# FBW7 act: human FBW7 E3 ligase activation, primary screen; AID 1259310; AlphaScreen FBW7–phospho-cyclin E peptide binding, activator screen; 650,000 tested, 0.13% active; normalized activity (activation), % at 26.1 µM; in the data active = normalized activity above about 1.9%;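 note: purified mutant Fbw7 with reduced substrate affinity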
# GPR151 activ: activators of human GPR151; PathHunter beta-arrestin GPR151 cells, luminescence; AID 1508602; Q8TDV0; 650,000 tested, 1% active; activation, % at 11.2 µM; in the data active = activation above about 4.9%;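 note: 0% = median of compound wells and 100% = cells with positive control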
# MITF primary: inhibitors of human MITF | AlphaScreen MITF homodimerization, bead proximity signal | 650,000 tested, 0.91% active | inhibition, % at 2.6 µM; in the data active = inhibition above about 50%;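 note: 0% = vehicle wells with protein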
# Target sequence (O75030 whole entry, looked up): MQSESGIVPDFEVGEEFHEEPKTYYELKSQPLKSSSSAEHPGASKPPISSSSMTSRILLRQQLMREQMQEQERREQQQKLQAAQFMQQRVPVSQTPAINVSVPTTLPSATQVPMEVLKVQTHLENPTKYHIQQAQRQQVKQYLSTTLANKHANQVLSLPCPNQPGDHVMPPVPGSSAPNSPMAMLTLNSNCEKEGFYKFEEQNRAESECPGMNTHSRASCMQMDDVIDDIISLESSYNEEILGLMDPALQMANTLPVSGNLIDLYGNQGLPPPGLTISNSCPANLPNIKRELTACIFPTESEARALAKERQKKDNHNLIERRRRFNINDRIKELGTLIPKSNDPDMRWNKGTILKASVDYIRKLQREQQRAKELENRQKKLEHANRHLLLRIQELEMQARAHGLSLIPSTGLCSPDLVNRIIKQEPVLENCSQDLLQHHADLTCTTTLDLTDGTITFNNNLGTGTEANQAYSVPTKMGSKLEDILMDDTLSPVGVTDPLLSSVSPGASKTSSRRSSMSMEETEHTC
# Active calls of the source: *.
SMILES,TEAD-YAP inh,FBW7 act,GPR151 activ,MITF primary
CC(=O)Nc1ccc(S(=O)(=O)NCC2CCC(C(=O)NC3CCCCC3)CC2)cc1 (stereo not drawn),1.5,0.1,-0.9,-0.2
CCOC(=O)c1c[nH]c2c(C(F)(F)F)cccc2c1=O,-5.7,0.1,-0.4,8.7
COc1ccc(CC(=O)Nc2ccc(-c3ccc(C)o3)cc2)cc1OC,2.2,-0.1,0.6,-1.0
O=C(O)c1ccc(N2C(=O)CC(N3CCNC3=S)C2=O)cc1 (stereo not drawn),-2.4,-0.1,0.6,4.1
Cc1nc2nc(SCc3cc(=O)n4cc(Br)ccc4n3)nn2c(C)c1Cc1ccc(F)cc1Cl,3.5,0.4,0.1,14.2
O=C(Nc1ccc(-c2nc3cc(NC(=O)c4ccccc4Cl)ccc3o2)cc1)c1ccccc1Cl,4.0,0.0,-0.3,13.6
Cc1cccc(NC(=O)Cc2ccc(F)cc2)c1,-14.8,-0.1,-0.9,5.2
Cc1cccc(N=C2NC(=O)/C(=C/c3ccc(Br)cc3)S2)c1C,10.6,-0.1,-1.1,2.2
Cc1ccc(Nc2nncc(=O)[nH]2)cc1C,4.7,0.7,-1.0,8.2
O=C1C(=O)N(CCO)C(c2ccc([N+](=O)[O-])cc2)/C1=C(/O)c1ccc(Br)cc1 (stereo not drawn),1.4,0.1,2.1,10.9
CCOc1ccccc1NC(=O)c1cc(S(=O)(=O)N2CCc3ccccc32)cn1C,3.6,0.5,0.8,13.3
CCCC1=NN(c2ccc([N+](=O)[O-])cc2)C(=O)/C1=C\N(C)C,-7.5,0.0,-8.4,2.7
CC(C)(C)OC(=O)NC(Cc1ccc(Cl)cc1)c1nc2ccc(-c3ccncc3)cc2[nH]1 (stereo not drawn),0.3,-0.1,0.6,-1.8
CC(C)(C)NC(=O)C(=O)NNC(=O)c1ccc(C(C)(C)C)cc1,2.1,0.3,-0.5,-2.4
Cc1cccc(N2CC(O)(c3cccc([N+](=O)[O-])c3)[N+]3=C2SCCC3)c1 (stereo not drawn),-7.0,0.1,1.8,-9.5
Cc1ccc(OCCn2cc(Br)c(=O)[nH]c2=O)cc1,-3.3,0.2,0.3,3.7
Cc1cc(C)n2c(SC(C#N)Cc3ccccc3)nnc2n1 (stereo not drawn),4.2,0.2,1.7,2.0
COc1ccc2c(c1)OC(C)CN(CC(=O)N1CCN(Cc3cccs3)CC1)C2 (stereo not drawn),7.2,-0.1,1.3,-4.5
Cc1cc(NC2CC2)nc(-c2ccc(C(=O)NC3CC3)cc2)n1,1.4,0.0,1.7,7.9
O=C(Cn1c(=O)c2cccn2c2ccccc21)NCCCN1CCN(C2CCCCC2)CC1,-20.2,0.1,-0.9,-6.9
O=C(NCC1Cc2c(ccc3cc(-c4ncccn4)ccc23)O1)c1ccccn1 (stereo not drawn),-28.4,-0.1,2.3,-2.2
CSc1cccc(NC(=O)CCN2C(=O)c3ccncc3C2=O)c1,0.9,0.0,-0.3,-2.5
CCCC(=O)NC(=S)Nc1ccc([N+](=O)[O-])cc1OC,3.5,-0.4,0.2,45.7
CCc1ccc(-n2c(SCc3cc(=O)n4cc(Br)ccc4n3)nc3[nH]ncc3c2=O)cc1,14.5,-0.1,0.7,2.3
CS(=O)(=O)c1ccccc1CN1CCC(N(CC2CC2)C(=O)c2cccnc2)CC1,-0.4,0.0,0.6,1.5
# (list continues)
SMILES,TEAD-YAP inh,FBW7 act,GPR151 activ,MITF primary
COc1cc(/C=C2\SC(N)=NC2=O)ccc1OCC(=O)O,7.6,0.9,0.9,16.8
CC(C)(C)C(=O)NC(=S)Nc1ccc([N+](=O)[O-])cc1,-25.1,0.4,-1.0,7.7
Cc1ccc(NS(=O)(=O)c2c(C)[nH]c(=O)[nH]c2=O)c(Cl)c1,12.3,0.0,0.0,3.6
CS(=O)(=O)Nc1nnc(SCC(=O)Nc2ncc(Br)cc2Br)s1,3.0,0.0,-0.4,10.8
COC(=O)c1ccc(NC(=O)c2oc(C)nc2C)cc1,-0.5,0.0,-0.3,8.7
COc1ccc(C2CC(c3cccs3)=NN2C(=O)CSc2nnc(CNC(=O)COc3ccccc3)n2-c2cc(C)ccc2C)cc1 (stereo not drawn),18.2,0.2,0.3,1.0
Cc1cc(C)nc(SCc2cc(=O)c(OC(=O)c3cccs3)co2)n1,-14.1,-0.2,-0.5,9.6
CCOC(=O)C1=C(N)OC2=C(C(=O)CCC2)C1c1ccc([N+](=O)[O-])cc1 (stereo not drawn),8.9,0.0,0.1,-1.1
CC(=O)c1ccc(NC(=O)COc2ccc(Cl)cc2Br)cc1,-23.4,0.0,-0.3,-0.6
CCC(=O)NC(Nc1sc2c(c1C(=O)OC)CCCCC2)(C(F)(F)F)C(F)(F)F,-4.3,0.1,0.4,-16.8
NC(=O)c1cccc(N=Cc2ccc(Cl)cc2Cl)c1,0.1,0.7,0.6,7.7
COc1cccc(C#N)c1OCc1ccc([N+](=O)[O-])cc1,8.0,0.0,1.1,-4.3
COCCN(Cc1cccs1)Cc1cc(=O)oc2ccc(OC)cc12,10.9,0.7,-0.8,20.3
COC(=O)C1=C(C)N(Cc2ccc(C)cc2)C(=O)/C1=C\c1ccc(O)c(OC)c1,2.8,0.0,-1.6,-9.3
O=C(O)Cc1n[nH]c(=O)c2ccccc12,2.0,0.1,2.1,0.6
Cc1c(Cl)cccc1NC(=O)c1ccc(F)c(S(=O)(=O)N2CCCCCC2)c1,-3.2,0.1,-0.9,11.0
CCCCNC(=O)Nc1cc(C(=O)OC)ccc1Cl,-0.6,0.2,-1.7,-4.6
COCC(=O)Nc1c(C(=O)Nc2ccccc2F)oc2ccccc12,-8.4,0.2,0.6,15.0
Cc1ccc(Cl)cc1N1CCN(C(=O)CN2C(=O)c3ccccc3S2(=O)=O)CC1,-3.0,0.6,-1.0,14.1
NC(=O)c1cc2n(n1)C(C(F)(F)F)CC(c1ccc(Cl)c(Cl)c1)N2 (stereo not drawn),-6.1,0.1,0.0,22.4
OC[C@H]1O[C@@H](Oc2ccc3ccccc3c2)[C@H](O)[C@@H](O)[C@@H]1O,-0.8,0.1,-0.1,12.7
COc1cc(/C=C2\C(=O)N(c3ccccc3)N=C2C)ccc1OC(C)=O,4.8,-0.1,1.8,-0.3
Cc1ccccc1COc1ccc(/C=C2/SC(=O)NC2=O)cc1,5.1,0.1,-2.3,20.6
Cn1nccc1Nc1ncc(C(=O)NCc2cccc(C(F)(F)F)c2)s1,0.3,0.0,-1.7,-2.7
COc1cccc(CN(CCCN)C(=O)Nc2ccc(-c3cn[nH]c3)cc2)c1,11.9,-0.2,-0.3,18.0
# Next compounds:
SMILES,TEAD-YAP inh,FBW7 act,GPR151 activ,MITF primary
CC(C)c1ccc(NC(=O)c2ccc([N+](=O)[O-])cc2[N+](=O)[O-])cc1,0.2,-0.2,-0.1,-2.6
N#Cc1cnn(-c2nc(-c3ccc4c(c3)OCO4)cs2)c1N,-9.2,0.0,-1.1,0.7
CSc1nnc(Cc2cc(=O)[nH]c(=O)[nH]2)n1-c1ccc(Cl)cc1,3.7,0.0,2.8,2.9
Cc1c(Cl)cccc1-c1ccc(C(=O)Nc2ccc3oc(-c4cccnc4)nc3c2)o1,-41.8,-0.1,0.6,-2.1
NC(=O)c1ccsc1NC(=O)c1ccccc1I,-24.8,-0.1,0.0,-5.2
C#CCOc1ccc(C2C3=C(CCCC3=O)OC3=C2C(=O)CCC3)cc1OCC,5.7,0.0,-1.3,0.9
COc1ccc(C(=O)[C@H]2CCCN(C(=O)C3CC3)C2)cc1,5.8,0.0,-1.4,18.2
O=c1nc(/C=C/c2cccc(F)c2)cc(C(F)(F)F)[nH]1,-1.9,0.1,-0.7,-8.9
Brc1ccc(CN2CCC(c3nc(-c4ccncc4)no3)C2)cc1 (stereo not drawn),7.3,-0.3,1.2,20.4
COc1cccc(C(=O)N2CC[C@@H]3[C@H](CCCN3C(=O)CC(C)(C)C)C2)c1,-13.7,-0.1,2.5,-17.6
COc1cccc(C2=NC(C)(C)NC(c3cc(Br)ccc3O)C2)c1 (stereo not drawn),17.1,0.3,-0.9,8.9
COc1ccc(N2CCN(CCCNC(=O)Nc3ccc(C)cc3C)CC2)cc1,11.9,-0.2,3.6,6.5
CC1CCN(c2nc(Cc3ccccc3)nc3sc4c(c23)CCCC4)CC1,-3.5,0.0,-1.1,-4.2
COc1ccc(C2CC(=O)C3=C(C2)Nc2ccccc2N(C(=O)/C=C/c2ccccc2)C3c2cccc([N+](=O)[O-])c2)cc1OC (stereo not drawn),7.0,-0.2,-0.3,0.9
CS(=O)(=O)/N=C(\N)Nc1nc2ccccc2o1,-2.7,-0.2,0.3,-2.2
O=C(Nc1cc([N+](=O)[O-])ccc1Cl)/C(=C\c1ccccc1)NC(=O)c1ccccc1,2.1,-0.2,0.2,16.6
CCCCC(c1nnnn1CC1CCCO1)N1CCN(c2ccccc2F)CC1 (stereo not drawn),-3.7,-0.1,0.9,7.4
O=C(CN1N=C(c2ccccc2)CCC1=O)NCCc1ccc(Cl)cc1,1.2,0.1,-0.8,-5.7
O=C(CN(c1ccccc1)S(=O)(=O)c1ccccc1[N+](=O)[O-])Nc1c(F)cccc1F,3.3,0.0,-0.8,5.5
CC(C)C1Nc2c(C(=O)O)cccc2C2C=CCC21 (stereo not drawn),1.5,-0.4,-1.5,16.9
COCCCNC(=O)CSc1nc2ccsc2c(=O)n1CCc1ccccc1,3.0,-0.1,0.1,-2.4
O=C(NN1S(=O)(=O)c2ccccc2S1(=O)=O)c1ccc(OCc2ccccc2Br)cc1,1.1,-0.1,1.5,6.5
CN1CCCN(C(=O)[C@@H]2C[C@@H](Sc3nccn3C)CN2Cc2ccc(F)c(F)c2)CC1,12.4,0.1,-1.4,32.4
COc1cc(CCC(=O)OCC(=O)c2cc(C)n(C3CC3)c2C)cc(OC)c1OC,-4.6,-0.2,1.2,-3.9
COc1ccc(/C(O)=C2\C(=O)C(=O)N(CCCN(C)C)C23C(=O)N(C)c2ccccc23)cc1 (stereo not drawn),-2.8,-0.1,0.3,-6.4
CCc1cccc(C)c1NC(=O)c1cc(S(=O)(=O)NCCC2=CCCCC2)ccc1F,-4.4,0.0,0.3,6.4
O=C(N[C@H]1C[C@H]2C(=O)N3CCC[C@H]3C(=O)N2C1)c1ccc(Cl)cc1,-7.5,-0.1,0.7,3.9

# Bioassay records from PubChem BioAssay.
